# GalR3 antagonist = human GalR3 antagonism | O60755 | AID 651719 | 0.44% of 360,000 active | inhibition, % at 3 µM | HEK293 GalR3-CNG cAMP membrane potential fluorescence; galR3 body fused to GalR1 C-terminus;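 active means inhibition above the screen-wide average plus 3 SD, cut at about 13% in these data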;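 further: forskolin and galanin both at EC90 stimulate the cells; cAMP rise reported by CNG channel membrane potential dye signal; 0% = forskolin plus galanin with DMSO and 100% = forskolin alone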
# Target sequence (O60755 1-299 limits assumed): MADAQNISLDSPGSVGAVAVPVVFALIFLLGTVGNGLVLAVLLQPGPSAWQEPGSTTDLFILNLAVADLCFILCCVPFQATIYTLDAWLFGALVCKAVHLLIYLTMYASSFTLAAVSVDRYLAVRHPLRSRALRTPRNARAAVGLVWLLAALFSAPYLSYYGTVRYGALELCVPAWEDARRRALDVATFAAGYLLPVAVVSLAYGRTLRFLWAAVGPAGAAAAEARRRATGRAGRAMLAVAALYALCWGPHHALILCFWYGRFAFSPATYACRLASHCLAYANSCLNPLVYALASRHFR
# CRFBP-R2 block = CRF-BP/CRF-R2 complex antagonism; HEK293 CRF-R2/CRF-BP, CRF-induced calcium fluorescence; inhibition, % at 11.8 µM; 0.59% of 350,000 active; AID 588475;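 active means inhibition of the ligand-induced calcium signal above about 50% at the single tested concentration, limit read from the data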
# IDE cell activ = activators of human insulin-degrading enzyme in cells; HEK cells, FAbeta-B cleavage, fluorescence polarization; 0% vehicle, 100% cell-free pure enzyme wells; activation, % at 5.96 µM; 0.073% of 340,000 active; AID 493087;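 active means activation above the mean of all tested compounds plus 3 SD, set per screening campaign, cut at about 17% in these data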
# IMP-1 inhibitor = blocks Pseudomonas aeruginosa IMP-1 metallo-beta-lactamase; purified IMP-1, nitrocefin hydrolysis, epi-absorbance fluorescence; inhibition, % at 5.6 µM; 0.45% of 290,000 active;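 active means inhibition above the mean plus 3 SD of all compounds in the same screening run, cut at about 4.5% in these data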;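 further: 0% = IMP-1 with DMSO and 100% = DMSO wells lacking enzyme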
#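 System: Purified IMP-1 | Read-out basis: Percent enzyme inhibition | Controls: IMP-1 with DMSO as 0%, enzyme-free DMSO as 100% | Replicates: One well per compound | Doses: 5.6 µM nominal single concentration | Detection: Epi-absorbance fluorescence, 480 nm excitation, 530 nm emission | Incubation: 25 °C, 15 min preincubation, 25 min reaction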
# VIM-2 inh = inhibitors of Pseudomonas aeruginosa VIM-2 metallo-beta-lactamase | inhibition, % at 5.6 µM | purified VIM-2, nitrocefin hydrolysis, epi-absorbance fluorescence | 0.89% of 290,000 active | AID 1527;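 active means inhibition above the mean of all tested compounds plus 3 SD, cutoff set per screening run, cut at about 7.5% in these data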;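 further: red hydrolysis product quenches plate fluorescence so inhibitors raise well fluorescence; 0% = enzyme with DMSO and 100% = DMSO without enzyme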
# IDE cell inh = cellular human IDE inhibition; HEK cells, FAbetaB cleavage, fluorescence polarization; 0.41% of 320,000 active; AID 434962; P14735; inhibition, % at 5.59 µM;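 active means percent inhibition above the average of all tested compounds plus 3 SD, set per screening campaign, cut at about 16% in these data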;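 further: IDE supplied by intact live HEK cells; FP after avidin binding of uncleaved biotin substrate so inhibition keeps polarization high; 0% = DMSO wells and 100% = 60 µM reference IDE inhibitor Ii1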
# pCIP destab = p/CIP protein destabilization; Q05BA5; F442A p/CIP-EGFP cells, EGFP fluorescence, 16 h; decrease of EGFP signal, % at 10 µM; 0.01% of 290,000 active; AID 1984;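 active means EGFP signal decrease of at least 30% at 10 µM or well 3 SD below plate mean, unless failing retest; inactive means the rest, including hits failing retest or dose response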; further: some compounds called inactive have numbers as strong as hits; many of its hits are not listed in these tables
# SUMO HTRF inh = inhibitors of human SUMOylation (UBC9) | AID 2006 | P63279 | 0.36% of 290,000 active | HTRF SUMOylation assay, SAE1/SAE2 + UBC9, in vitro | inhibition, % at 35 µM; in the data active means inhibition above about 50%, passing the limit was not always enough; further: strong numbers were not always called active
# Target sequence (P63279 whole entry, looked up): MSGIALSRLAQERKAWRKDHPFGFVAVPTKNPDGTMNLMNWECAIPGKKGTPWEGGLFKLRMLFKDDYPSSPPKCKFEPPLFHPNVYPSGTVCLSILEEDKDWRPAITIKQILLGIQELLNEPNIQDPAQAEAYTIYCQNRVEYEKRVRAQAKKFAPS
# HCV NS3 hel inh = blocks Hepatitis C virus NS3 helicase unwinding; NS3 helicase DNA unwinding, Cy5 molecular beacon fluorescence; inhibition, % at 10.9 µM; 0.56% of 290,000 active;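 active means inhibition above the mean of all tested compounds plus 3 SD, set per campaign, cut at about 35% in these data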;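 further: 0% = DMSO wells and 100% = thioflavine S control wells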
#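 Assay system: hepatitis C virus NS3 helicase domain fragment enzyme. Also added: annealed dual-labelled DNA beacon duplex, ATP-started. Timing: 1 h reaction at 25 °C, ATP-initiated. Technique: Cy5 fluorescence at 0 and 60 min, beacon hairpin quenching. Evaluation: % inhibition of unwinding. Replication: one well per compound.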
# * marks the source's active call; other numbers are inactive results; . = no result given. No enrichment for hits; any-hit rate near 3.2%.
SMILES,GalR3 antagonist,CRFBP-R2 block,IDE cell activ,IMP-1 inhibitor,VIM-2 inh,IDE cell inh,pCIP destab,SUMO HTRF inh,HCV NS3 hel inh
O=C(CN1C(=O)NC(Cc2c[nH]c3ccccc23)C1=O)Nc1ccc(F)c(F)c1F (stereo not drawn),-6,-13,1,.,.,-2,.,.,.
COc1cccc(N=Cc2c(O)n(-c3cccc(C)n3)c(=O)c3ccccc23)c1,-4,5,5,0.1,-2.2,-1,-18,-7,-7
COc1ccc([C@@H]2[C@@H]3C(=O)N(C(C)(C)C)C(=O)[C@@H]3[C@]3(C)C(=O)N(c4cccc(Cl)c4)C(=O)N23)cc1,-4,7,2,.,.,-1,.,.,.
Nc1c(-c2ccccc2)cnn1-c1cccc([N+](=O)[O-])c1,-1,-2,4,-1.0,-2.7,12,-2,21,-9
c1ccc2nc3c(nc2c1)OCC1CCCCN31 (stereo not drawn),-10,16,-4,0.5,-3.4,2,0,13,-1
COc1cc(C2/C(=C(\O)c3ccc4c(c3)OCCO4)C(=O)C(=O)N2c2nnc(C)s2)cc(OC)c1OC (stereo not drawn),2,0,9,1.3,-0.1,0,-11,13,7
CCC(C)NC(=O)CSC1=Nc2ccccc2C2=NC(CC(=O)NCc3ccc(F)cc3)C(=O)N12 (stereo not drawn),-1,-14,5,-3.4,-4.6,9,-1,7,33
C/C(=N\NC(=O)C(c1ccccc1)c1ccccc1)c1ccccn1,3,-47,3,-2.4,-6.8,-5,0,-2,-9
Cc1ccc(-c2ccc(S(=O)(=O)NCc3ccco3)cc2)cc1,6,4,5,-1.7,-1.4,-4,0,42,2
N#Cc1nc(N2CCCCC2)nc(N2CCOCC2)n1,-2,-2,-1,-1.9,-1.5,3,6,15,-3
Cc1ccc(N=C2NC(=O)/C(=C\c3cccs3)S2)cc1C,-7,-14,-4,-3.1,-3.9,-4,-21,24,9
COC(=O)c1ccc(CN2C(=O)NC3(CCC(C)CC3)C2=O)cc1 (stereo not drawn),-2,-28,4,-0.2,0.8,-7,4,5,-10
Cc1ccccc1N1CCN(C2CCCN(C(=O)CCC3(C)CC3)C2)CC1 (stereo not drawn),-3,6,2,0.2,-0.3,1,12,-10,3
Cc1ccc(S(=O)(=O)N(Cc2ccccc2)C(C)C)cc1,-6,4,1,-1.5,-1.0,-2,-2,1,-3
COc1ccc(C(=O)N(C)C2CCCc3ccccc32)cc1OC1CCN(C(C)C)CC1 (stereo not drawn),-5,-8,2,-2.7,-1.5,3,-7,-6,5
O=C(c1ccco1)N1CCN(c2nnc(-c3ccccc3)c3ccccc23)CC1,5,11,-4,0.1,-2.5,3,-6,13,-2
CCN(C(=O)Cc1cccs1)c1nnc(-c2cccnc2)s1,-2,-17,3,-3.2,-3.2,8,5,2,-2
O=C(c1ccc(Cl)c(S(=O)(=O)N2CCOCC2)c1)N1CCN(c2ccccc2F)CC1,-4,12,7,-1.3,-1.6,2,-8,5,-5
CC(=O)NC1=NN(C(C)=O)C(C)(CCS(=O)(=O)c2ccc(Br)cc2)S1 (stereo not drawn),-5,8,3,-1.2,-4.5,0,-1,11,-2
CC(=O)N1CCN(Cc2nc3cc([N+](=O)[O-])ccc3n2C)CC1,-8,-7,-2,-1.0,-0.2,-1,-7,22,4

# The final 3 compounds of the section before open the next one:
SMILES,GalR3 antagonist,CRFBP-R2 block,IDE cell activ,IMP-1 inhibitor,VIM-2 inh,IDE cell inh,pCIP destab,SUMO HTRF inh,HCV NS3 hel inh
O=C(c1ccc(Cl)c(S(=O)(=O)N2CCOCC2)c1)N1CCN(c2ccccc2F)CC1,-4,12,7,-1.3,-1.6,2,-8,5,-5
CC(=O)NC1=NN(C(C)=O)C(C)(CCS(=O)(=O)c2ccc(Br)cc2)S1 (stereo not drawn),-5,8,3,-1.2,-4.5,0,-1,11,-2
CC(=O)N1CCN(Cc2nc3cc([N+](=O)[O-])ccc3n2C)CC1,-8,-7,-2,-1.0,-0.2,-1,-7,22,4
O=C(NCc1cccc(F)c1)C1CCC(=O)N(C2CCCC2)C1 (stereo not drawn),5,3,4,-0.9,-2.3,0,6,-8,0
COc1ccc(-c2nnc(SCC(=O)Nc3ncc(C(F)(F)F)cc3Cl)n2CC(C)C)cc1,1,34,1,-3.4,-3.0,-1,0,-2,4
CCOC(=O)C1CCN(CC(=O)c2ccc(O)c(C)c2O)CC1,-4,2,3,1.0,-0.6,1,10,1,11
CC(CCN(C)C)OC(=O)c1ccc(C(C)c2ccccc2)o1 (stereo not drawn),-4,-31,1,-1.3,-1.6,3,-12,0,-7
O=C(NC1CCCCCC1)C(=O)NC1CCCC1,-1,-22,2,-1.6,-4.6,0,-2,-9,-22
CC(NC(=O)c1ccc(Cl)c(S(=O)(=O)N2CCCCCC2)c1)c1cccnc1 (stereo not drawn),-6,5,5,.,.,2,.,.,.
CCOCc1c(C(=O)NC2=Nc3ccccc3NC(CC)=C2C(=O)OCC)oc2ccccc12,-7,-16,2,-3.7,-1.2,2,6,-20,-18
COc1cccc(CNc2ccc(S(=O)(=O)N3CCN(C)CC3)cn2)c1,-5,-2,1,.,.,-7,.,.,.
COc1ccc(CCNC(=O)c2[nH]c(C)c(C(C)=O)c2C)cc1OC,-3,0,2,-1.9,-4.3,7,-2,-2,-10
COc1ccc(CCC(=O)Nc2nnc(C(F)(F)F)s2)cc1,-1,-28,3,8.7*,-2.9,1,-10,1,5
O=C(Nc1cccc2ncccc12)c1cccc(Br)c1,-8,-26,-1,-2.0,-2.8,.,14,-10,4
CC(=O)c1ccc(Nc2cc(C)nc3c(C)cccc23)cc1,-2,-4,-1,-2.2,1.6,2,-8,11,3
COc1cc(NC(=O)N[C@@H](CCSC)C(=O)O)cc(OC)c1,-7,1,0,-4.2,-2.4,4,-13,1,8
O=C(/C=C/c1ccc(F)cc1)NC(=S)NC1CCCCC1,-6,-22,0,-0.9,-1.4,4,12,-8,6
Cc1ccc(C(=O)CCC(=O)OCC(=O)Nc2ccc3[nH]c(=O)[nH]c3c2)cc1,-3,3,0,.,.,-5,.,.,.
Cc1cc(NC(=O)c2c([N+](=O)[O-])c(C)nn2C)no1,3,-8,-4,-3.3,-4.1,2,-9,25,4
Cc1ccc(S(=O)(=O)NCC(=O)Nc2ccc3c(c2)OCCO3)cc1,-4,7,-2,1.0,-0.7,0,-6,-19,9
CN(C)S(=O)(=O)c1ccc(N2CCCC2)c(C(=O)Nc2nccs2)c1,-5,-15,6,.,.,-3,.,.,.
CCN(CC)S(=O)(=O)c1ccc(N2CCN(CCOc3ccc(OC)cc3)CC2)nc1,-11,-8,0,-1.3,-2.3,1,-14,10,-20
COC(=O)c1ccc(NC(=O)CSCC(=O)OCC(=O)c2ccc(Br)cc2)cc1,-3,18,-4,-1.9,-1.0,8,-4,22,2
O=C(NCCN1C(=O)CSC1=O)C1CC(=O)N(c2ccccc2)C1 (stereo not drawn),-2,1,-1,-4.1,-1.3,0,-6,16,-1
COc1ccc(CCNC(=O)c2cccc(NC3=NC4CS(=O)(=O)CC4S3)c2)c(OC)c1 (stereo not drawn),2,-3,-10,-1.4,1.7,3,-9,-10,-11
Cc1nnnn1CC(=O)Nc1ccccc1[N+](=O)[O-],-1,25,2,-2.3,-2.4,2,-2,-1,-2
COc1ccc(CNC(=O)Cn2ccc(N)nc2=O)cc1,-3,-5,5,.,.,-7,.,.,.
COc1ccc(CC(=O)OCC(=O)NC2CCCCC2)cc1OC,-3,3,3,.,.,-1,.,.,.
COc1ccc(-c2cc(C)no2)cc1S(=O)(=O)N(C)c1ccc(C)c(C)c1,-2,35,-8,-0.1,0.4,2,3,-5,-20
CCc1ccc2[nH]c(=O)c(CN(CC3CCCO3)C(=S)NCc3ccco3)cc2c1 (stereo not drawn),-6,-12,3,-1.2,2.4,0,-10,-26,23
Cc1ccc(-c2nn(-c3cccc(F)c3)cc2CN2CCN(c3ccccn3)CC2)o1,-7,7,6,-0.7,-0.1,7,-1,7,-32
COc1cccc(C2=CC(c3cccs3)n3nnnc3N2)c1 (stereo not drawn),-3,-9,-6,-0.9,-2.9,0,-18,3,3
O=C(CCC1CCCC1)Nc1cccn(Cc2ccccc2Br)c1=O,-5,13,1,-2.7,-2.3,-1,6,-30,-3
O=C(N/N=C/c1cccc([N+](=O)[O-])c1)c1ccc(CN2CCOCC2)cc1,-3,9,-5,-2.6,-0.6,7,-7,1,-3
CC(C)(C)NC(=O)NC(=O)CN1CCCCCCC1,0,-7,3,-1.7,-0.7,0,1,-24,5
COc1ccc(Cl)cc1NC(=O)C(C)N(C)Cc1cccc(Cl)c1Cl (stereo not drawn),-9,3,-1,-2.5,-0.7,-4,-2,-5,-3
CCOc1ccccc1NC(=O)CCS(=O)(=O)c1cccs1,-9,-2,0,-2.8,-1.1,-2,-20,6,6
COc1ccc(/C=C/C(=O)O)cc1S(=O)(=O)N1CCCCC1,-8,3,-2,-1.4,-4.1,3,-1,33,4
CCOc1ccc(NC(=O)CC2Nc3ccccc3NC2=O)cc1 (stereo not drawn),3,-76,6,-2.6,0.4,-4,-18,24,-5
Clc1ccc(-c2cn(-c3ccccc3)c3[n+]2CCS3)cc1,-4,0,5,-2.0,0.4,5,-39,-4,-4
COc1ccc(-n2c(SCC(=O)NCc3ccco3)nnc2-c2c[nH]c3ccccc23)cc1,.,15,-2,-3.0,-4.1,0,4,9,8
CC(C)c1ccc(-n2nnnc2SCC(=O)NC2CC2)cc1,-6,1,0,.,.,-3,.,.,.
COC(=O)/C=C1\C(=O)N(c2nc3ccc(OC)cc3s2)C(=S)N1c1ccc(F)cc1,.,.,.,-3.0,-1.2,0,6,-11,5
CC1CCc2c(sc3nc4n(c(=O)c23)CCS4)C1 (stereo not drawn),-5,-5,-4,0.1,1.1,10,-13,0,5
COc1ccccc1OCc1nc(C#N)c(N2CC(C)CC(C)C2)o1 (stereo not drawn),-2,18,2,-0.7,-3.3,6,-7,5,-7
CCCCOCCCNS(=O)(=O)Cc1ccccc1,-10,-16,7,-1.7,-0.3,4,-1,20,-2
COCCN(C(=O)COc1ccc(Cl)cc1)c1nnc(-c2cccnc2)s1,-2,-33,5,-0.1,-1.8,-2,-8,29,-1
CCOC(=O)c1sc(NC(=O)CSc2nnc(-c3ccc(OC)cc3)n2CCOC)nc1C,-4,4,1,-1.1,-0.6,-1,-6,14,-4
CC(C)C1(C)C(=O)N=C2c3ccccc3C(=O)N21 (stereo not drawn),-1,-1,8,-2.9,-3.8,-2,-1,-6,-4
Cc1cc(C(=O)OCC(=O)NCCc2ccccc2)c2ccccc2n1,-7,6,7,.,.,-1,.,.,.
O=C(COC(=O)c1cc(Cl)ccc1[N+](=O)[O-])Nc1cccc2ccccc12,-5,11,9,-0.8,0.3,2,-5,-11,-6
Cc1nc2c(C(=O)NCCC(C)C)c[nH]n2c(=O)c1Cl,-1,20,2,-2.8,-2.8,-1,4,24,22
